# Compound activity (PubChem)
# Rac1 mut GTP – alters GTP binding to activated mutant human Rac1 | P63000 | GST-Rac1 activated beads, fluorescent GTP binding, flow cytometry; actives lie on both sides; 100% means binding = to untreated wells | percent activity (GTP binding), % at 10 µM | 190,000 tested, 0.11% active;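 active means GTP binding at least 20 percentage points away from the 100% baseline, in either direction, so actives lie on both sides; inconclusive means Compound likely fluorescent itself, or too few beads counted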
# Pf gamet viab – P. falciparum stage V gametocyte viability inhibition; P. falciparum stage V gametocytes, ATP luminescence, 24 h; inhibition, % at 10.9 µM; 150,000 tested, 0.065% active; AID 743093;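 active means inhibition above the mean plus 3 SD of compounds within the control limits, set per campaign, cut at about 38% in these data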;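 further: 0% = DMSO wells and 100% = medium only without gametocytes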
# HRas wt GTP bind – changes GTP binding to wildtype human HRas; GST-Ras wt beads, Bodipy-FL-GTP binding, flow cytometry; actives lie on both sides; P01112; 190,000 tested, 0.14% active; AID 759; GTP binding activity, % at 10 µM;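 active means GTP binding activity at least 20% away from the 100% baseline, either lowered as inhibitor or raised as activator; inconclusive means flagged as likely green fluorescent, judged across all proteins in the well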;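 further: 0% = unlabeled GTP competition control and 100% = no-compound control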
# Target sequence (P01112 whole entry, looked up): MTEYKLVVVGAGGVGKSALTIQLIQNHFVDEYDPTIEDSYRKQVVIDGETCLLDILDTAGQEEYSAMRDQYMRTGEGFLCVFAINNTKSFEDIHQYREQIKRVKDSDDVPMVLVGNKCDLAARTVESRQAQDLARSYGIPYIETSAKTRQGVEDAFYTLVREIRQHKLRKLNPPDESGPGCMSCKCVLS
# Cdc42 wt – human Cdc42 wildtype GTP binding change, either direction; P60953; GST-Cdc42 beads, Bodipy-GTP binding, flow cytometry; actives lie on both sides; percent activity (GTP binding), % at 10 µM; 190,000 tested, 0.2% active; AID 761;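 active means percent activity GTP binding at least 20 points away from the 100% baseline, either down as inhibitor or up as activator; inconclusive means compound flagged as likely green fluorescent from well-wide comparison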;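 further: median bead fluorescence of bound Bodipy-FL-GTP at 100 nM; 0% = excess unlabeled GTP control and 100% = no compound control; below 100% means less GTP binding so inhibitor and above means activator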
# Target sequence (P60953 whole entry, looked up): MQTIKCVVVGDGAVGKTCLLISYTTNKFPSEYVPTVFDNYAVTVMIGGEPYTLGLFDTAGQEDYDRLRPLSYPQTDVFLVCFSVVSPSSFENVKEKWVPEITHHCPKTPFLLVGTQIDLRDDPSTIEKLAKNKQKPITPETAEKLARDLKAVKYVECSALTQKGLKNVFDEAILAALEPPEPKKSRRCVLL
# Rab2A wt mod – changes GTP binding to wildtype dog Rab2A, up or down | P61105 | GTP binding activity, % at 10 µM | 190,000 tested, 0.19% active | GST-Rab2 wt beads, Bodipy-GTP binding, flow cytometry | AID 760;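 active means GTP binding activity at least 20 points away from 100%, either lowered or raised; inconclusive means signal likely due to the compound's own green fluorescence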;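 further: 0% = beads with excess unlabeled GTP and 100% = no-compound control corrected for plate trend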
# Rac1 wt GTP bind – modulators of human Rac1 wildtype GTP binding. P63000. GST-Rac1 beads, fluorescent GTP binding, flow cytometry; actives lie on both sides; 0 = cold GTP competed, 100 = untreated. GTP binding activity (% of control), % at 10 µM. 190,000 tested, 0.27% active;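 active means GTP binding activity at least 20 points away from the 100% control level, either lower or higher; inconclusive means compound flagged as likely green fluorescent, judged across all proteins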
# Bim-Mcl-1 – inhibitors of Bim-Mcl-1 interaction, human. inhibition, % at 10 µM. Bead-based flow cytometry, Bim peptide-Mcl-1 binding. 190,000 tested, 0.1% active; in the data active means inhibition above about 40%;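 further: 0% = no compound tracer wells and 100% = peptide blocker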
# Target sequence (Q07820 whole entry, looked up): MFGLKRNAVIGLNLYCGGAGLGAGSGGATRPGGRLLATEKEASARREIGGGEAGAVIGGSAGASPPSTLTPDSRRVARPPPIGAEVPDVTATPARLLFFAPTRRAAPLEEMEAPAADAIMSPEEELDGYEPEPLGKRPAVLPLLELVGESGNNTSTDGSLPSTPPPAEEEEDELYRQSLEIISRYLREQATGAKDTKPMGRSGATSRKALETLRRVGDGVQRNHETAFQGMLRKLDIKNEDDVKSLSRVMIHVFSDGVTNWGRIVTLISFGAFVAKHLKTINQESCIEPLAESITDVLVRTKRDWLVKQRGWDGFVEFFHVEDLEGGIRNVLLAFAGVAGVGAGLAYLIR
# Mcl1-Bid inh – Mcl-1/Bid interaction inhibition | inhibition, % at 21.7 µM | TR-FRET Mcl-1/Bid-Dy647 peptide binding, 1536-well | Q07820 | 220,000 tested, 0.97% active;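 active means compounds that cut the binding signal by more than half at the single screening dose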;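 further: His-tagged Mcl-1 with europium anti-His antibody binding Bid BH3 peptide; 0% = Mcl-1 plus peptide wells and 100% = peptide-only wells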
# Rab7 wt modul – dog Rab7 wildtype GTP binding, inhibitors and activators; GTP binding activity (percent of control), % at 10 µM; 190,000 tested, 0.055% active; GST-Rab7 beads, fluorescent GTP binding, flow cytometry; actives lie on both sides; untreated = 100%, excess cold GTP = 0%; AID 758;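 active means fluorescent GTP binding to Rab7 beads changed by at least 20 points from the 100% baseline, either direction, mostly lower; inconclusive means compound itself probably fluorescent, or too few beads counted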;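 further: median green fluorescence of bound Bodipy-FL-GTP per Rab7 bead population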
# Mcl1-Noxa inh – Mcl-1/Noxa interaction inhibition; TR-FRET Mcl-1/Noxa peptide binding, 2 h; inhibition, % at 21.7 µM; 220,000 tested, 1.5% active; Q07820; AID 1022;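 active means compounds that cut the protein-peptide binding signal by more than 50% relative to plate controls in a single-dose test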;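 further: His-tagged Mcl-1 with rhodamine Noxa BH3 peptide and terbium anti-His antibody; 0% = Mcl-1 plus Noxa peptide wells and 100% = peptide-only wells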
# Avidin bead fluor – compound fluoresces at 488/530 nm on avidin beads; compound fluorescence 488/530 nm, flow cytometry; active compounds read high; fluorescence (KMESF) at 10 µM; 220,000 tested, 0.38% active; AID 1775; in the data active means fluorescence above about 47; further: inactives centre near 10
# Numbers without * were called inactive; ? = inconclusive; . = not tested or not shown. No enrichment for hits; 2.7% or so of the library scored in one or more.
SMILES,Rac1 mut GTP,Pf gamet viab,HRas wt GTP bind,Cdc42 wt,Rab2A wt mod,Rac1 wt GTP bind,Bim-Mcl-1,Mcl1-Bid inh,Rab7 wt modul,Mcl1-Noxa inh,Avidin bead fluor
N#C/C(=N\Nc1cccc(F)c1)C(=N)N1CCCCCC1,95,.,97,102,94,97,-3,-22,98,24,10
COc1ccc(Cl)cc1NC(=O)CN(C)C(=O)COc1ccccc1F,94,5,99,92,102,97,4,-12,102,-4,7
COc1ccccc1-c1ccc(SCC(=O)NCCc2ccccc2)nn1,?,-8,?,?,?,?,0,-3,?,15,15
COc1ccc(NS(=O)(=O)c2ccc(NC(=O)c3ccc(Br)cc3)cc2)nn1,86,19,89,86,89,90,1,-3,89,5,11
Cc1nc(NC(=O)CCCC(=O)Nc2nc(C)c(C)s2)sc1C,96,15,99,99,98,98,2,-22,98,7,8
O=C1c2ccccc2S(=O)(=O)N1CCOc1ccc(F)cc1,96,3,97,101,95,98,0,-9,97,-17,15
CCCCOc1ccc(C(=O)OCC(=O)Nc2cc(C)c(C)cc2[N+](=O)[O-])cc1,94,-3,98,96,96,95,-3,-15,100,14,13
Cc1ccc(C)c(S(=O)(=O)NCc2ccc(C(=O)N3CCCCC3C)cc2)c1 (centres undefined),98,-3,99,100,97,102,0,-3,98,15,6
COc1ccc(S(=O)(=O)/N=C2/C=CC(=O)C(C)=C2C)cc1,93,.,96,97,90,98,0,-59,98,67*,8
CCN(C(=O)CN(C)Cc1c(F)cccc1Cl)c1c(N)n(Cc2ccccc2)c(=O)[nH]c1=O,101,-4,103,103,102,105,-1,0,102,8,12
CCOC(=O)c1sc2nccc(OC)c2c1N=CN(C)C,99,.,98,103,101,105,-2,-10,102,-1,9
CCNC(=O)COC(=O)c1cc(C)nc2ccccc12,96,-8,101,104,102,102,-1,-2,102,24,10
COc1cc2c(cc1OC)C(c1cc([N+](=O)[O-])ccc1O)NCC2 (centres undefined),99,2,97,98,98,101,0,-16,100,15,21
Cc1cccc(NC(=S)N/N=C/C(C)c2ccccc2)c1C (centres undefined),92,.,96,92,95,96,-2,-31,94,-4,8
Cc1ccc(-c2ccc(S(=O)(=O)N3CCCC3)cc2)cc1,96,-14,95,92,94,98,-6,-5,97,1,12

# A second format for some results above.
molecule	Rac1 mut GTP	Pf gamet viab	HRas wt GTP bind	Cdc42 wt	Rab2A wt mod	Rac1 wt GTP bind	Bim-Mcl-1	Mcl1-Bid inh	Rab7 wt modul	Mcl1-Noxa inh	Avidin bead fluor
CCN(C(=O)CN(C)Cc1c(F)cccc1Cl)c1c(N)n(Cc2ccccc2)c(=O)[nH]c1=O	101	-4	103	103	102	105	-1	0	102	8	12
CCOC(=O)c1sc2nccc(OC)c2c1N=CN(C)C	99	.	98	103	101	105	-2	-10	102	-1	9
CCNC(=O)COC(=O)c1cc(C)nc2ccccc12	96	-8	101	104	102	102	-1	-2	102	24	10
COc1cc2c(cc1OC)C(c1cc([N+](=O)[O-])ccc1O)NCC2 (centres undefined)	99	2	97	98	98	101	0	-16	100	15	21
Cc1cccc(NC(=S)N/N=C/C(C)c2ccccc2)c1C (centres undefined)	92	.	96	92	95	96	-2	-31	94	-4	8
Cc1ccc(-c2ccc(S(=O)(=O)N3CCCC3)cc2)cc1	96	-14	95	92	94	98	-6	-5	97	1	12

# The listing continues:
SMILES,Rac1 mut GTP,Pf gamet viab,HRas wt GTP bind,Cdc42 wt,Rab2A wt mod,Rac1 wt GTP bind,Bim-Mcl-1,Mcl1-Bid inh,Rab7 wt modul,Mcl1-Noxa inh,Avidin bead fluor
Oc1[nH]c2c(Cl)cc(Cl)cc2c1N=NC(=S)NCC1CCCO1 (centres undefined),95,-2,94,98,94,95,-9,-89,97,-19,5
Cc1cccc(CCNC(=O)C2CCC(CNc3c(N4CCCC4)c(=O)c3=O)CC2)c1 (centres undefined),102,.,104,103,102,109,-2,-38,100,13,9
COc1ccc(NC(=O)Nc2c(SC)nsc2SC)cc1,96,2,96,98,95,93,-22,-5,93,15,19
COc1cccc(CN2CCN(Cc3[nH]c4ccccc4c3C)CC2CCO)c1 (centres undefined),97,.,103,98,98,104,-1,-56,103,36,11
NC(=O)COC(=O)CC12CC3CC(CC(Br)(C3)C1)C2,96,-4,97,100,96,100,-2,-10,96,9,10
CCCC(=O)Nc1cccc(NC(=O)c2ccc([N+](=O)[O-])cc2Cl)c1,99,-4,102,104,102,102,-16,-13,97,0,11
CC1CCN(Cc2nc(Cl)c3c4c(sc3n2)CCC4)CC1,95,25,96,96,96,100,-1,-50,102,14,5
CN(C)C(=O)CCc1nc2sc3c(c2c(=O)[nH]1)CCCC3,96,.,97,97,94,95,-1,-4,96,17,15
O=C(CNc1cccc2ccccc12)N/N=C/c1ccc(OC(=O)/C=C/c2ccco2)cc1,97,-6,96,96,94,102,-7,-16,95,39,7
CCOc1ccc(CNCCc2ccc(S(N)(=O)=O)cc2)cc1,96,.,96,98,96,97,2,-27,97,8,9
COC(=O)c1cc(C)sc1NC(=O)CCCC(=O)O,99,.,102,102,102,105,-9,5,97,1,17
CCOC(=O)N1CCN(C(=O)Cn2cc3c(n2)CCCC3)CC1,97,.,98,100,98,98,-3,1,100,2,9
COc1cc(NC(=O)c2ccc(C)cc2)c(OC)cc1NC(=O)CN1CCOCC1,98,.,99,103,101,102,1,-4,100,15,6
Cc1cc(C)c(-c2csc(NC(=O)/C=C/c3cccs3)n2)c(C)c1,98,10,100,100,101,104,-3,6,102,-3,14
Cc1cc(NC(=O)Nc2ccc(F)cc2)no1,100,.,103,103,102,105,0,-12,100,-7,30

# Structures listed so far printed as active in Mcl1-Noxa inh.
structure	Rac1 mut GTP	HRas wt GTP bind	Cdc42 wt	Rab2A wt mod	Rac1 wt GTP bind	Bim-Mcl-1	Mcl1-Bid inh	Rab7 wt modul	Mcl1-Noxa inh	Avidin bead fluor
COc1ccc(S(=O)(=O)/N=C2/C=CC(=O)C(C)=C2C)cc1	93	96	97	90	98	0	-59	98	67*	8

# 3 compounds from above, reduced to Avidin bead fluor and Rab2A wt mod.
SMILES	Avidin bead fluor	Rab2A wt mod
CC1CCN(Cc2nc(Cl)c3c4c(sc3n2)CCC4)CC1	5	96
CN(C)C(=O)CCc1nc2sc3c(c2c(=O)[nH]1)CCCC3	15	94
O=C(CNc1cccc2ccccc12)N/N=C/c1ccc(OC(=O)/C=C/c2ccco2)cc1	7	94

# (listing goes on)
SMILES,Rac1 mut GTP,Pf gamet viab,HRas wt GTP bind,Cdc42 wt,Rab2A wt mod,Rac1 wt GTP bind,Bim-Mcl-1,Mcl1-Bid inh,Rab7 wt modul,Mcl1-Noxa inh,Avidin bead fluor
Cc1cc(NC(=O)Cn2nnc3sc4c(c3c2=O)CCCC4)no1,96,.,99,100,97,101,0,-35,98,-6,10
CCOC(=O)CSc1nc(C)c(C(C)=O)cc1C(N)=O,97,4,95,100,99,96,-1,0,96,-5,10
O=C(c1ccccc1)c1cccn1CC(=O)N1CCN(c2ccc(F)cc2)CC1,100,.,101,103,103,102,-1,-19,98,5,14
CC(=O)Nc1ccc(NC(=O)CSc2nc3ccccc3o2)cc1,100,-7,100,100,100,104,7,-31,98,11,4
O=C(Nc1ccc2oc(-c3ccccc3Cl)nc2c1)c1ncn[nH]1,97,-3,100,100,99,102,0,-3,101,-7,39
CCOc1ccc(C(=O)NCCCN2CCOCC2)cc1OCC,98,23,96,92,90,98,2,-49,89,6,6
COc1ccc(OC)c(/C=N/NC(=O)c2cc(-c3ccc(C)o3)nc3ccccc23)c1,101,4,102,100,99,105,-4,-32,98,11,1
CC(=O)N1CCc2cc(S(=O)(=O)NC(C(=O)Nc3ccc4c(c3)OCCO4)C(C)C)ccc21 (centres undefined),102,-36,101,106,101,110,-5,-13,103,-1,24
CC(=O)Nc1ccc(NC(=O)Cn2cc3c(n2)CCC(C)C3)cc1 (centres undefined),99,.,102,105,103,106,-3,-15,103,8,27
COc1ccc(NC(=O)c2cnc(C)cn2)cc1-n1cnnn1,96,16,99,98,96,96,0,-14,101,-8,7
CC(C(=O)Nc1c2c(cc3c1CCC3)CCC2)N1CCCC1 (centres undefined),98,.,99,96,96,102,-3,-20,104,15,3
CCCCN1CN(Cc2ccco2)CNC1=S,99,-4,100,102,99,105,-3,-33,105,0,4
COC(C(=O)NC(C(C)C)C(C)C)c1ccccc1 (centres undefined),100,-12,102,104,100,104,-4,-13,100,8,13
O=C(Cc1ccccc1[N+](=O)[O-])N1CCN(c2ccc(F)cc2)CC1,97,.,97,101,99,101,-4,-22,101,12,12

# 2 records drawn at random from the list so far:
SMILES,Rac1 mut GTP,Pf gamet viab,HRas wt GTP bind,Cdc42 wt,Rab2A wt mod,Rac1 wt GTP bind,Bim-Mcl-1,Mcl1-Bid inh,Rab7 wt modul,Mcl1-Noxa inh,Avidin bead fluor
CCOc1ccc(C(=O)NCCCN2CCOCC2)cc1OCC,98,23,96,92,90,98,2,-49,89,6,6
CC(C(=O)Nc1c2c(cc3c1CCC3)CCC2)N1CCCC1 (centres undefined),98,.,99,96,96,102,-3,-20,104,15,3
